HKDC1 inh: blocks human hexokinase HKDC1 activity | recombinant HKDC1, G6PDH/diaphorase resazurin coupled fluorescence | inhibition, % at 20 µM | 340,000 tested, 0.16% active;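 active = inhibition above about 35% when tested at 20 µM, limit read from the data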;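 note: plate controls were DMSO wells with enzyme for no effect and DMSO wells lacking enzyme for full effect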
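Assay system – recombinant HKDC1 (HK5) hexokinase enzyme, produced in-house · Input – HKDC1 at 5 µg/mL · Reagent – glucose plus 1 mM ATP as hexokinase substrates · Timing – 90 min reaction incubation at room temperature, dark · Measured by – G6PDH/diaphorase-coupled fluorescence, 1 mM NADP, 100 µM resazurin, 525/613 nm · Benchmarks – DMSO-enzyme wells negative, buffer-substituted wells positive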
697 NFkB inh: inhibitors of the PMA/ionomycin-induced NF-kB reporter in 697 B cells | 697 B-cell NF-kB luciferase reporter, 16 h | inhibition, % at 4 µM | 330,000 tested, 0.33% active; in the data active = inhibition above about 35%
Jurkat NFkB inh: inhibitors of the PMA/ionomycin-induced NF-kB reporter in Jurkat cells | PMA/ionomycin-induced NF-kB luciferase reporter, luminescence | inhibition, % at 4 µM | 330,000 tested, 0.53% active | AID 435003
Apaf-1 inh: inhibitors of human Apaf-1 apoptosome; reconstituted apoptosome caspase-3 activity, DEVD-Rh110 fluorescence; inhibition, % at 20 µM; 330,000 tested, 0.71% active; AID 489030; active = inhibition of at least 40% at 20 µM;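 note: plate controls were DMSO wells for no effect and DEVD-CHO caspase inhibitor wells for full effect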
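Assay system: Apoptosome proteins | Medium: pH 7.5 Hepes buffer with CHAPS, BSA, DTT | Also added: Cytochrome c and DEVD-Rh110 substrate | Times: 30 min plus 50 min, RT | Detection: Rhodamine 110 fluorescence at Ex 480/Em 540 nm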
SENP7 block: blocks the human protease SENP7; recombinant SENP7, Z-RLRGG-aminoluciferin luminescence, 40 min; inhibition, % at 5 µM; 330,000 tested, 1.5% active; AID 434973;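 active = inhibition above about 50% at the single test dose, limit read from the data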;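 note: plate controls were DMSO with enzyme for no effect and no enzyme buffer wells for full effect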
Target sequence (Q9BQF6 706-1050 limits assumed): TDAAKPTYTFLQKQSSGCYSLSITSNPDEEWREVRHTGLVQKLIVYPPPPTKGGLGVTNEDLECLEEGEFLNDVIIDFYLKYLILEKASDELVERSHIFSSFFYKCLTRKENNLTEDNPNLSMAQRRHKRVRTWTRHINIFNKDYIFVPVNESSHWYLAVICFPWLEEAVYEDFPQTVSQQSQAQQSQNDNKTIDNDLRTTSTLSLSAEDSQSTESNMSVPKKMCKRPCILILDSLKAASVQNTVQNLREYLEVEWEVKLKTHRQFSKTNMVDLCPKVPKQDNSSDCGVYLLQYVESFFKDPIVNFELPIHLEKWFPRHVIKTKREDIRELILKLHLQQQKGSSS
SENP8 block: inhibitors of human SENP8 protease. purified SENP8, Z-RLRGG-aminoluciferin cleavage, luminescence. 330,000 tested, 1.2% active. Q96LD8. inhibition, % at 10 µM. AID 2540
Target sequence (Q96LD8 whole entry, looked up): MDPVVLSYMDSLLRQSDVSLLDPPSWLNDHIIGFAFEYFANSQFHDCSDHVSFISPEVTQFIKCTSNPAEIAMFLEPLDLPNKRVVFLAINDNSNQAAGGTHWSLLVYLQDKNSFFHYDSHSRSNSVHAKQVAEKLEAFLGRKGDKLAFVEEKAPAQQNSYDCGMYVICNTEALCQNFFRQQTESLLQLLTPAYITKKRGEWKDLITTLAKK
UBC13 polyUb: inhibitors of human UBC13 polyubiquitin chain formation; P61088; TR-FRET; inhibition, % at 20 µM; 330,000 tested, 0.47% active; in the data active = inhibition above about 45%, passing the limit was not always enough
Target sequence (P61088 whole entry, looked up): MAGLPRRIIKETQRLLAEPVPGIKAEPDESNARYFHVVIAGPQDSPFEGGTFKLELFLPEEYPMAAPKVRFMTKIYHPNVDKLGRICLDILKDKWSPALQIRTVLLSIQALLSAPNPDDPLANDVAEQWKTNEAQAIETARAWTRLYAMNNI
Gli-Sufu block: antagonists of Gli-Sufu signaling. AID 588413. inhibition, % at 5 µM. Sufu-KO-LIGHT fibroblasts, Gli luciferase reporter luminescence. 340,000 tested, 0.74% active;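 active = inhibition above about 55%, limit read from the data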;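 note: 0% = DMSO-treated cells and 100% = wells with medium but no cells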
* marks the source's active call; other numbers are inactive results. Cut-off read from the data, not from the text of the source, unless noted: active = inhibition above about 50%; inactive = the rest. No enrichment for hits, and some 3.6% of all compounds hit somewhere here.

cpd	Structure	HKDC1 inh	697 NFkB inh	Jurkat NFkB inh	Apaf-1 inh
1	CCNC(=S)N(Cc1cccs1)Cc1cc2cc(OCC)ccc2[nH]c1=O	8	-2	2	13
2	Cc1cc(NC(=O)CN2C(=O)S/C(=C\c3ccccc3)C2=O)no1	-5	11	10	8
3	CC1CCCC(C)N1S(=O)(=O)c1ccc(NC(=O)CNCC2CCCO2)cc1 (configuration not stated)	11	-1	-11	5
4	CN(C)c1c(F)cc(-c2nn[nH]n2)cc1F	-4	19	16	-14
5	Cc1[nH]ccc(=O)c1OCC(=O)O	-2	-12	2	-22
6	CC(C)OC(=O)c1c(N)n(CCCN2CCOCC2)c2nc3ccccc3nc12	-1	12	7	11
7	COc1ccccc1NS(=O)(=O)c1ccc(C)c(C(=O)NCC2CCCO2)c1 (configuration not stated)	-4	13	-5	4
8	C=CCOc1ccc(/C=N/NC(=O)C2CCCC2)cc1OCC	-5	12	7	-1
9	CC(C)c1nnc(NC(=O)C2CCN(C(=O)Nc3ccccc3)CC2)s1	-6	25	-5	0
10	CCn1c(SCC(=O)Nc2nccs2)nnc1-c1ccccn1	-5	-6	-9	-4
11	CC1CCCC(NC(=O)c2ccc3c(c2)OCO3)C1C (configuration not stated)	-5	-44	-47	5
12	Cc1ccc(OCCC(=O)OCC(=O)Nc2cc(C)nn2-c2ccccc2)cc1	-1	-1	13	-1
13	Cc1c(C=O)c2ccccc2n1CC(=O)O	-11	12	3	-3
14	COC(=O)[C@]1(Cc2ccccc2)N[C@H](CN(C)S(=O)(=O)c2ccc(-c3ccccc3)cc2)[C@@H]2C(=O)N(Cc3ccccc3)C(=O)[C@@H]21	-2	0	-3	4
15	COc1ccc(-c2cc(C(F)(F)F)nc(S(C)(=O)=O)n2)cc1	3	-17	-5	10

cpd	SENP7 block	SENP8 block	UBC13 polyUb	Gli-Sufu block
1	1	-4	10	14
2	-5	-4	1	-1
3	-3	-13	-14	0
4	-6	-13	7	1
5	-1	-4	4	1
6	-1	5	8	-1
7	7	4	-4	9
8	0	5	8	-1
9	3	3	9	-25
10	16	-3	-5	-1
11	1	-8	1	-55
12	3	9	-15	5
13	-2	-5	-7	-1
14	-2	1	-6	21
15	-5	-6	13	-8

Single entries from the entries so far:
cpd 1 @ Apaf-1 inh: 13
cpd 11 @ Jurkat NFkB inh: -47
cpd 13 @ 697 NFkB inh: 12
cpd 7 @ Gli-Sufu block: 9
cpd 5 @ SENP7 block: -1

One compound at a time, from the list above.
COc1ccccc1NS(=O)(=O)c1ccc(C)c(C(=O)NCC2CCCO2)c1 (configuration not stated) is listed as HKDC1 inh = -4; 697 NFkB inh = 13; Jurkat NFkB inh = -5; Apaf-1 inh = 4; SENP7 block = 7; SENP8 block = 4; UBC13 polyUb = -4; Gli-Sufu block = 9
CCn1c(SCC(=O)Nc2nccs2)nnc1-c1ccccn1 is listed as HKDC1 inh = -5; 697 NFkB inh = -6; Jurkat NFkB inh = -9; Apaf-1 inh = -4; SENP7 block = 16; SENP8 block = -3; UBC13 polyUb = -5; Gli-Sufu block = -1

Down the list, quoted from above:
Entries 10 to 15 in HKDC1 inh: -5, -5, -1, -11, -2, 3

Additional compounds.
cpd	Structure	HKDC1 inh	697 NFkB inh	Jurkat NFkB inh	Apaf-1 inh
16	O=C(c1ccc(Cl)cc1)c1coc2ccc(O)cc12	0	-179	-128	10
17	COc1ccc(S(=O)(=O)n2ccnc2)c2cccnc12	-2	-27	-4	3
18	CCCCCc1nnc(NC(=O)C2=COCCO2)s1	-4	-119	-43	-7
19	COc1ccc(NC(=O)CS(=O)(=O)c2cccc(Cl)c2)cc1	-6	1	-26	5
20	CCC/C(=N/NC(=O)c1csc(C)c1C)c1ccc(Cl)s1	2	-6	-5	-4
21	O=C1c2ccccc2C(=O)N1Cc1ccccn1	-5	12	16	2
22	CC1CC(C)CN(C(=S)Nc2ccc(SC(F)F)cc2)C1 (configuration not stated)	-10	0	5	10
23	CCOc1cc(NC(=S)NCCCN2CCOCC2)c(OCC)cc1NC(=O)c1ccccc1	2	6	14	2
24	C=CCOc1cccc(C2/C(=C(/O)c3ccccc3)C(=O)C(=O)N2CCN2CCOCC2)c1 (configuration not stated)	5	6	3	11
25	CCN(CC)S(=O)(=O)c1ccc(S(=O)(=O)Nc2ccc(C(=O)N3CCCC3)cc2)cc1	-7	-4	1	-10
26	CCOC(=O)Cc1cnc(NC(=O)CSc2nc(N)cc(=O)[nH]2)s1	2	16	13	-3
27	Cc1cc(NS(=O)(=O)c2ccc(NC(=O)/C=C/c3ccc(C)o3)cc2)nc(C)n1	-3	0	-3	-7
28	COC(=O)c1ccc2c(c1)C(C)(C)C(/C=C/c1ccccc1O)=[N+]2C	38*	-34	32	9
29	CCCn1nc(NC(=O)CC)c2cc3cccc(C)c3nc21	2	-1	-15	0
30	CC(=O)Nc1ccc2[nH]c(C)c(CC=C(Cl)Cl)c(=O)c2c1	2	42*	-3	9

cpd	SENP7 block	SENP8 block	UBC13 polyUb	Gli-Sufu block
16	77*	78*	3	2
17	-8	-3	-4	-9
18	4	-18	4	-60
19	5	-3	4	4
20	3	0	6	4
21	4	1	2	-10
22	-1	3	13	2
23	5	0	-2	10
24	3	-6	-11	-1
25	-11	-8	-14	7
26	9	6	6	5
27	-3	0	-8	-4
28	5	7	-105	65*
29	-2	-3	13	-3
30	12	7	0	3

An excerpt from above in order of their number in SENP7 block, low to high.
nr	compound	SENP7 block
25	CCN(CC)S(=O)(=O)c1ccc(S(=O)(=O)Nc2ccc(C(=O)N3CCCC3)cc2)cc1	-11
29	CCCn1nc(NC(=O)CC)c2cc3cccc(C)c3nc21	-2
20	CCC/C(=N/NC(=O)c1csc(C)c1C)c1ccc(Cl)s1	3
18	CCCCCc1nnc(NC(=O)C2=COCCO2)s1	4
16	O=C(c1ccc(Cl)cc1)c1coc2ccc(O)cc12	77*

(listing goes on)
cpd	Structure	HKDC1 inh	697 NFkB inh	Jurkat NFkB inh	Apaf-1 inh
31	CCCC(=O)Nc1ccc(C(=O)NNC(=O)c2cccc([N+](=O)[O-])c2)cc1	-3	27	8	-3
32	O=C(C1CCCN(S(=O)(=O)c2cccs2)C1)N1CCc2ccccc2C1 (configuration not stated)	-1	0	-1	26
33	c1ccc2c(c1)CC1(CCCC1)n1nnnc1-2	-15	15	11	-5
34	Cn1c(N)c(C(=O)CSc2nc3ccccc3n2-c2ccccc2)c(=O)n(C)c1=O	6	5	-12	-2
35	Cc1nn(CC(=O)NCCc2cccs2)c(=O)c2cc3ccccc3n12	3	9	0	6
36	O=C(Nc1ccccc1)c1ccc(S(=O)(=O)N2CCOCC2)cc1	-2	6	-8	-1
37	COC(C[C@@H](O)C[C@@H](O)[C@H](C)OCc1ccccc1)OC	-5	2	-2	-1
38	Cc1cccc(NC(=S)NNC(=O)COc2ccc(Cl)cc2Cl)c1	-7	-16	6	13
39	Fc1ccccc1CSc1nnc2ccc(-c3ccncc3)nn12	4	-5	-7	-2
40	Cc1nc(Nc2c(Cl)cccc2Cl)sc1C(=O)Nc1ccccc1	-14	37*	6	-13
41	Cc1cc(C(=O)NNC(=S)NCc2ccco2)nn1C	2	15	0	-2
42	C/C(=C1/SC(=S)N(CCC(=O)O)C1=O)c1ccc(O)cc1	1	2	-3	11
43	O=C(CCSCc1cccc(Cl)c1)NCCc1ccccc1	4	14	8	19
44	Cc1cccc(N(C)S(=O)(=O)c2cc3c(cc2C)n(C)c(=O)c(=O)n3C)c1	15	4	4	0
45	COc1ccc(S(=O)(=O)N(CC(=O)Nc2ccc(S(=O)(=O)N3CCOCC3)cc2)c2ccccc2)cc1	7	-7	11	1

cpd	SENP7 block	SENP8 block	UBC13 polyUb	Gli-Sufu block
31	10	0	-8	-14
32	-1	-3	4	2
33	1	-4	11	-8
34	4	2	-1	5
35	0	5	0	6
36	-2	-9	7	-8
37	-5	-4	4	-7
38	-1	5	-8	7
39	-6	-11	-3	-30
40	-5	1	13	0
41	-1	1	1	-14
42	-8	-18	-1	-6
43	6	2	7	-9
44	-5	5	5	-4
45	4	3	2	-2

Other compounds follow.
cpd	Structure	HKDC1 inh	697 NFkB inh	Jurkat NFkB inh	Apaf-1 inh
46	NC(=O)c1cc[n+](CC2=C(C(=O)O)N3C(=O)[C@@H](NC(=O)C(c4ccccc4)S(=O)(=O)[O-])[C@H]3SC2)cc1 (some centres not stated)	13	12	12	10
47	O=C1CC(N2CCN(c3ccccc3)CC2)C(=O)N1CCc1ccccc1 (configuration not stated)	-13	10	-4	-3
48	O=C(CSc1cccc[n+]1[O-])NN(c1ccccc1)c1ccccc1	1	-2	-8	-17
49	CCOC(=O)C1CCCN(C(=O)C2CCN(S(=O)(=O)N3CCC4(CC3)OCCO4)CC2)C1 (configuration not stated)	-8	7	13	-1
50	CN=C1SC(CC(=O)Nc2sc3c(c2C#N)CCCC3)C(=O)N1C (configuration not stated)	-7	12	0	12
51	Cc1ccc(S(=O)(=O)N(C)C)cc1NC(=O)CSc1ccc2c(c1)OCCO2	-4	11	18	1
52	O=C(NCC1COc2ccccc2O1)c1cccc(S(=O)(=O)N2CCCCC2)c1 (configuration not stated)	-1	1	-12	12
53	Clc1ccccc1CSc1ncccn1	4	-3	-9	-23
54	COc1ccc(C(=O)Nc2nc3cc(OC)c(OC)cc3c(=O)[nH]2)cc1	-3	11	0	6
55	Cn1nc(-c2ccc(S(N)(=O)=O)s2)cc1C(F)(F)F	2	-12	24	-21
56	CC(NC(=O)c1ccc2c(c1)OCCO2)C(=O)O (configuration not stated)	-6	3	20	-12
57	Cc1ccc(NC(=O)Nc2nnc(-c3ccccc3F)s2)cc1	-2	-53	-47	15
58	CCC(CC)NC(=O)c1cccc(Br)c1	-1	3	2	1
59	O=C(NC1CCCCCC1)C1c2ccccc2C(=O)N1Cc1ccco1 (configuration not stated)	8	3	2	9
60	O=C(COc1cc(Cl)ccc1Cl)N1CCNC1=O	-3	12	12	-2

cpd	SENP7 block	SENP8 block	UBC13 polyUb	Gli-Sufu block
46	4	-1	-15	-3
47	-14	-10	-1	-2
48	-5	-7	-6	-3
49	-1	-8	5	2
50	-1	-6	7	10
51	2	-3	4	-4
52	9	-11	11	8
53	-16	1	12	-13
54	5	3	-2	6
55	-3	1	-3	3
56	1	-3	0	3
57	-14	-7	1	-35
58	11	-7	2	3
59	-9	-12	-5	4
60	-7	-3	3	-12

(more compounds)
cpd	Structure	HKDC1 inh	697 NFkB inh	Jurkat NFkB inh	Apaf-1 inh
61	CSc1nsc(SCC(=O)Nc2ccc(F)cc2)n1	-4	-9	-46	5
62	Cc1ccc(NC(=O)c2ccc(Oc3ncccn3)cc2)cc1	-6	-16	-28	-1
63	CC(C)c1ccc(NC2CCCN(C(=O)c3ccco3)C2)cc1 (configuration not stated)	0	-27	4	7
64	O=C(CSc1nnc(-c2ccccc2Br)o1)N1CCOCC1	-5	-71	-75	5
65	Cc1oc(/N=C/c2ccc3c(c2)OCO3)c(C#N)c1C	-3	-26	-14	-7
66	COc1ccc(C(=O)C2CCCN(Cc3cnc(N4CCOCC4)s3)C2)c(OC)c1 (configuration not stated)	-5	-2	4	-5
67	Nc1nn(-c2ccccc2)nc1C(=O)OCc1ccccc1	-1	13	-4	-13

cpd	SENP7 block	SENP8 block	UBC13 polyUb	Gli-Sufu block
61	1	-2	6	25
62	5	-9	-4	-35
63	-6	8	-6	-4
64	-15	-11	-6	-77
65	-13	-5	-5	-2
66	7	2	-9	5
67	4	5	25	-8

Screening results as filed in PubChem BioAssay.
